# Screens from PubChem.
# MCF10A rerep = A quantitative high throughput screen for small molecules that induce DNA re-replication in MCF 10a normal breast cells. Potency, µM (top dose mostly 46.1 µM), without a hit: at the top dose activity, positive = re-replication, usual class: activators. MCF 10A DNA re-replication, Hoechst nuclear intensity, 48 h. 350,000 tested, 2.9% active. AID 624296, 2012; note: potency is the fitted concentration of half-maximal effect; % of control where 0% means no effect; nearly all actives have a fitted effect of over 50% in size
# IL1B secr inh = qHTS for Inhibitors of Inflammasome Signaling: IL-1-beta AlphaLISA Primary Screen | THP-1 LPS/ATP IL-1B secretion, AlphaLISA, 16 h; active compounds read low | 360,000 tested, 4.7% active | activity change, % at 57.5 µM | AID 743279, 2014; in the data active = activity change below about -50%; inconclusive = mostly about -30% to -49%; note: % is set by controls: 0 for no effect and ±100 for the full control effect
#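 Secreted IL-1B measured by AlphaLISA bead assay after 16 h compound exposure of THP-1 cells; compounds (final up to 57.5 uM) added 1 h before LPS (250 ng/mL) and ATP (1.25 mM) stimulation; lower signal means less secretion.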
# KB-3-1 tox = qHTS assay for MDR1-selective chemotherapeutics: Primary screen using the parental adenocarcinoma cell KB-3-1; AID 1347075, 2019; Potency, µM (titrated, usually from 46.1 µM), for the others: at the highest dose activity change, negative = cytotoxic, actives largely listed as cytotoxic; KB-3-1 viability, CellTiter-Glo ATP luminescence, 72 h; 400,000 tested, 1.4% active; note: potency is the fitted concentration of half-maximal effect; % is set by controls: 0 for no effect and ±100 for the full control effect; nearly all actives have a fitted effect of over 60% in size
#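 Cells are dispensed, compounds pinned in, plates held at 37 °C for 72 h, then CellTiter-Glo is added and luminescence read after 10 minutes. Cell line: parental KB-3-1 in phenol-red-free DMEM, 10% FBS.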
# HT1080NT lethal = qHTS for induction of synthetic lethality in tumor cells producing 2HG: qHTS for the HT-1080-NT fibrosarcoma cell line. HT-1080-NT fibrosarcoma viability, CellTiter-Glo ATP luminescence, 48 h. Potency, µM (highest dose often 46.1 µM), for inactives: at the highest dose activity, negative = less viability, actives largely listed as cytotoxic. 360,000 tested, 1.6% active;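 note: NT is the 2HG producing partner of a matched IDH1 knockdown line; potency is the fitted concentration of half-maximal effect; 0% = DMSO-treated cells and -100% = media-only wells without cells; nearly all actives have a fitted effect of over 55% in size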
#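 Viability of the 2HG-overproducing fibrosarcoma line after 48 hours of compound exposure at 37 degrees C was determined by luminescence with CellTiter-Glo, and concentration-effect curves were then fitted and categorized.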
# HT1080 IDH1KD tx = qHTS for induction of synthetic lethality in tumor cells producing 2HG: qHTS for the HT-1080-IDH1KD cell line; Potency, µM (series often up to 46.1 µM), for the others: at the top dose activity, negative = toxicity, usual class: cytotoxic; HT-1080 IDH1 knockdown viability, ATP luminescence, 48 h; AID 686971, 2013; 360,000 tested, 2% active;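 note: potency is the fitted concentration of half-maximal effect; 0% = DMSO wells and -100% = cell-free medium wells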
#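 % activity derives from luminescence (CellTiter-Glo), normalised to DMSO and no-cell wells. HT-1080-IDH1KD cells, 750/well, had 48 h compound exposure at 37 °C.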
# KB-V1 cytotox = qHTS assay for MDR1-selective chemotherapeutics: Primary screen using the drug-selected MDR subline cells KB-V1. AID 1347076, 2019. 400,000 tested, 3.4% active. KB-V1 MDR cells viability, CellTiter-Glo, 72 h. Potency, µM (series often up to 46.1 µM), for the others: at the highest dose activity change, negative = cytotoxicity, actives largely listed as cytotoxic; note: potency is the fitted concentration of half-maximal effect; % is set by controls: 0 for no effect and ±100 for the full control effect; nearly all actives have a fitted effect of over 60% in size
#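 Potencies derive from concentration-effect curves fitted to normalized luminescence (CellTiter-Glo) of KB-V1 cells treated for 72 h at 37 degrees C in phenol-red-free DMEM containing 10% FBS.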
# GLP1R cytotox = qHTS of GLP-1 Receptor Inverse Agonists: Cytotox Screen. HEK293 cAMP-luciferase reporter cells, luminescence, 24 h. Potency, µM (highest dose often 38.3 µM), without a hit: top-dose activity change, negative = inhibition, hits mostly inhibitors. 410,000 tested, 0.13% active. AID 624418, 2012;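 note: loss of luciferase light is scored as toxicity; potency is the fitted concentration of half-maximal effect; % is set by controls: 0 for no effect and ±100 for the full control effect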
#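 Compound-treated cells are incubated 24 hr at 37 deg C under 5% CO2 after a 12 hour attachment period, then luciferase detection reagent is added and luminescence is measured following 12 min at room temperature; lowered signal indicates toxicity.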
# DRD3 agonist = qHTS of D3 Dopamine Receptor Agonist: qHTS; D3R DiscoveRx beta-arrestin cells, luminescence, 90 min; max activation, %; 410,000 tested, 0.58% active; in the data active = max activation above about 30%; note: 0% is about no effect; mostly tested at two doses, the higher about 12 µM
# Target sequence (P35462 whole entry, looked up): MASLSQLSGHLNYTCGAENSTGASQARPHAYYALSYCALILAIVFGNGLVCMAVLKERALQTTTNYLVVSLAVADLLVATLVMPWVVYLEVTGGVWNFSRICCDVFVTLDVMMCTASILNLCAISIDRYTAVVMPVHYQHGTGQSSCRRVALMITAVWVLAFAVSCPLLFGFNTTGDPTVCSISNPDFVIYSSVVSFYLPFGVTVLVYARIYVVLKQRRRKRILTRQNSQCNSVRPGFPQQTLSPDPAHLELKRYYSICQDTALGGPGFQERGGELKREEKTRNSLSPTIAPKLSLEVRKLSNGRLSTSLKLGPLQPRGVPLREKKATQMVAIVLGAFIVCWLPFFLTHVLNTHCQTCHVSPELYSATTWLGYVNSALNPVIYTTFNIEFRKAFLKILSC
#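 Agonist-mode cell screen: cells plated at 1500/well and incubated overnight at 37 °C, then exposed to library compounds for 90 min at 37 °C. Detection reagent was added for 30–60 min at room temperature, and luminescence was read.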
# SW480 rereplic = A quantitative high throughput screen for small molecules that induce DNA re-replication in SW480 colon adenocarcinoma cells. SW480 DNA re-replication, Hoechst DNA content imaging, 48 h. Potency, µM (top dose mostly 46.1 µM), for the others: top-dose re-replication activation, usual class: activators. 340,000 tested, 1.8% active; note: potency is the fitted concentration of half-maximal effect; % of control where 0% means no effect; nearly all actives have a fitted effect of over 55% in size
#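 DNA re-replication was detected as more nuclei of elevated Hoechst intensity after 48 hr exposure to compound (23 nL pinned per well of 250 cells).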
# * hit, by the source's call; ? = inconclusive; / = not tested or not shown; & = joins results of further samples; [ ] = remark or other dose. Unless noted, calls come from the whole dose curve; as a rule, active = well fitted curve in the direction sought with a large enough effect; inconclusive = small, poorly fitted or top-dose-only effect, or another doubt; inactive = no such curve, though single readings can be large; an effect the other way counts as inactive or inconclusive. Outcome played no part in choosing rows, and some 11% of all compounds hit somewhere here.
SMILES	MCF10A rerep	IL1B secr inh	KB-3-1 tox	HT1080NT lethal	HT1080 IDH1KD tx	KB-V1 cytotox	GLP1R cytotox	DRD3 agonist	SW480 rereplic
COc1cccc(N=CC2=C(O)CC(C)(C)CC2=O)c1	?	-1	-2%	-11%	?	5%	-4%	2	15%
Cc1ccc(-c2nc3c(Cl)cc(C(F)(F)F)cn3c2Cc2cccc(Cl)c2)cc1	/	41	-28%	14%	11%	0%	-3%	2	/
O=C(c1ccc(CSc2nc3ccncc3[nH]2)cc1)N1CCCCCC1	5%	48	?	?	?	-7%	-5%	7	2%
COc1ccc(/C(C)=N/Nc2nc(C)c(C(C)=O)s2)cc1	?	?	-24%	5%	-19%	2%	-20%	1	-29%
COC(=O)[C@@H](Cc1c[nH]c2ccccc12)NC(=O)CCC(=O)c1ccc(Br)cc1	-4%	0	0%	0%	2%	0%	0%	1	-9%
CCn1c(SCC(=O)N(C)C2CCS(=O)(=O)C2)nnc1-c1cccs1 (stereo not drawn)	-1%	19	19%	8%	0%	0%	-7%	5	3%
COc1ccc(S(=O)(=O)NCCSCc2cccs2)cc1	0%	6	2%	-1%	-12%	15%	10%	-3	14%
O=Cc1ccc(-c2cccc(C(=O)O)c2)o1	-3%	16	8%	-3%	16%	?	4%	8	-3%
COCCN(CCOC)c1nc(N)c2c(N)nc3c(c2c1C#N)CC(=O)N3Cc1ccc(Cl)cc1	4%	8	-5%	3%	5%	-3%	1%	-7	9%
C=CCNc1ncnc2sc(SC)nc12	7%	4	15%	0%	1%	-13%	1%	1	-7%
CCc1ccc(C(O)c2ncc(-c3cccc(C)c3)[nH]2)cc1 (stereo not drawn)	/	-13	0%	?	-29%	-1%	3%	-5	/
COc1ccc(C(=O)Nc2cccc(C(=O)N3CCCCC3)c2)cc1	2%	0	-16%	5%	5%	?	-14%	1	-4%
CSc1sc(C)cc1C1C(C#N)=C(N)N(c2cccnc2)C2=C1C(=O)CCC2 (stereo not drawn)	?	-22	-5%	-24%	?	-3%	21%	-6	?
CCCCNC(=S)N(CCN(CC)CC)Cc1cc2cc3c(cc2[nH]c1=O)OCO3	6%	?	-6%	0%	0%	-14%	4%	-1	17%
COc1ccccc1CN1CCCC(CN(CCN(C)C)C(=O)C2CCCC2)C1 (stereo not drawn)	-4%	-52*	7%	1%	-19%	-7%	-33%	1	-2%
O=S(=O)(Nc1cccc(-n2cnnn2)c1)c1ccc(Cl)nc1	-3%	0	12%	8%	7%	?	-12%	2	-38%[inhibitor]
CCc1ccc(C(=O)COC(=O)CNC(=O)COc2ccccc2)cc1	6%	-5	?	13%	-2%	?	7%	6	0%
CSc1ccccc1OCc1cc(C(=O)N2CCCC2c2nonc2C)no1 (stereo not drawn)	2%	-29	-1%	11%	-6%	-3%	-2%	3	-9%
COc1ccccc1/C=N/NC(=O)c1ccccc1Cl	-1%	-67*	4%	25%	20%	-2%	6%	3	-14%
CCCc1nnc(SCC(=O)Nc2cc(C)on2)n1CCOC	-4%	12	10%	19%	8%	13%	5%	0	0%
Cc1ccc2c(c1)N(C(=O)N1CCC(C(=O)NCCc3ccc(Cl)cc3)CC1)CC(C)O2 (stereo not drawn)	/	/	-5%	/	/	-5%	-7%	2	/
O=C(NCc1ccccc1Cl)c1ccc2ccccc2n1	7%	9	0%	-9%	-4%	-33%	9%	-3	?
Cc1nn(Cc2ccccc2)c(C)c1NC(=O)Cn1nc([N+](=O)[O-])c(Cl)c1C	1%	9	1%	0%	?	-18%	-7%	15	-3%
CCC(=O)Nc1nc2nc(-c3ccccc3)cc(=O)n2[nH]1	10%	14	13%	?	9%	-3%	-4%	-3	-3%

# Three entries already listed, arranged by molecular weight, descending.
SMILES	MCF10A rerep	IL1B secr inh	KB-3-1 tox	HT1080NT lethal	HT1080 IDH1KD tx	KB-V1 cytotox	GLP1R cytotox	DRD3 agonist	SW480 rereplic
CSc1sc(C)cc1C1C(C#N)=C(N)N(c2cccnc2)C2=C1C(=O)CCC2 (stereo not drawn)	?	-22	-5%	-24%	?	-3%	21%	-6	?
CCCc1nnc(SCC(=O)Nc2cc(C)on2)n1CCOC	-4%	12	10%	19%	8%	13%	5%	0	0%
CCC(=O)Nc1nc2nc(-c3ccccc3)cc(=O)n2[nH]1	10%	14	13%	?	9%	-3%	-4%	-3	-3%

# Remaining list, next part:
# Fields – MCF10A rerep | IL1B secr inh | KB-3-1 tox | HT1080NT lethal | HT1080 IDH1KD tx | KB-V1 cytotox | GLP1R cytotox | DRD3 agonist | SW480 rereplic
CCOC(=O)c1cc2c(s1)-c1ccccc1CC2
  ? | 41 | 9% | -11% | -11% | 0% | -13% | 4 | -2%
O=C(Nc1ccc(NC(=O)c2ccccc2Cl)nc1)c1ccncc1
  4% | 30 | 0% | -1% | 0% | -4% | 17% | 3 | ?
CCN(CC(=O)NCc1cccs1)C(=O)CCc1c[nH]c2ccccc12
  3% | 9 | 7% | 3% | 1% | -26% | -4% | 2 | 1%
Cc1nn(S(=O)(=O)c2ccccc2)c(C)c1S(=O)(=O)N1CCC(C)CC1
  2% | -4 | 20%&-16% | 15% | 20% | 4%&-26% | 5%&6% | 2&2 | -2%
COc1c(OC(C)=O)ccc(/C=C/c2ccc3ccccc3n2)c1[N+](=O)[O-]
  ? | -5 | 3% | ? | ? | 0% | -35% | 11 | 0%
Cc1c(C#N)c(N=CN(C)C)c(C(=O)c2ccccc2)n1-c1ccccc1
  8% | -14 | 12% | 8% | 3% | -3% | -9% | 7 | -3%
COc1cccc(C(c2sc3nc(-c4ccco4)nn3c2O)N2CCN(C)CC2)c1 (stereo not drawn)
  / | / | 10% | / | / | ? | 5% | 7 | /
CCN(Cc1ccccc1)C(=O)CN1C(=O)COc2ccc(S(=O)(=O)NC3CCCC3)cc21
  4% | -1 | -7%&3% | 6% | -4% | -2%&0% | -15%&-24% | -1&-7 | ?
CCOC(=O)N1CCN(Cc2cc(=O)oc3ccc(Cl)cc23)CC1
  6% | -3 | -6% | -5% | 4% | 18µM* | 22% | -7 | -17%
CCOC(=O)N1CCN(C(=O)C[C@@H]2C[C@@]3(C(=O)OC)CCCCC=C3N(CCC3=CCCCC3)C2=O)CC1
  / | -21 | 12% | -18% | -22% | 0% | -5% | 6 | /
COc1ccc(NC(=O)CN2CCN(CC(=O)Nc3ccc(OC)cc3)CC2)cc1
  -43%[inhibitor][9.22 µM] | -16 | 7% | 0% | 0% | ? | 1% | 16 | -24%
O=C(NN=C(c1ccccc1)c1ccccc1)C(CCl)C1CCCCC1 (stereo not drawn)
  0% | 34 | 9% | 9% | 7% | 4% | 1% | 3 | -1%
C/C(=N\NC(=O)c1ccc(NS(=O)(=O)c2cccs2)cc1)c1ccncc1
  3% | 3 | 4% | -15% | -8% | 3% | 1% | -3 | -1%
Cc1cc(C)c2c(NC(=O)c3ccccc3)c(C(=O)Nc3ccc(F)cc3)sc2n1
  / | / | 0% | / | / | 1% | 0% | 3 | /
CN(C)CCNC(=O)Cc1ccc(NC(=O)N2CCCCc3ccccc32)cc1
  / | / | 3% | / | / | 4% | 3% | -5 | /
Cc1cccc(OCC(=O)NCCCNC(=O)c2ccncc2)c1
  3% | 1 | -5% | 1% | -1% | 2% | -2% | 3 | 1%
O=c1c2ccccc2ncn1-c1ccc(Cl)cc1
  -3%&0% | 26&-8 | -2%&3% | -4%&21% | -9%&8% | 12%&2% | -5%&4% | 2&-5 | -7%&-14%
O=C(COc1ccc(S(=O)(=O)N2CCOCC2)cc1)Nc1cccc([N+](=O)[O-])c1
  1% | -20 | 7% | 9% | 2% | -8% | -17% | -10 | -10%
COc1cc(OC)c(NC(=O)CS(=O)(=O)Cc2nc(-c3ccc(C)cc3)oc2C)cc1Cl
  -3% | -11 | 33% | 8% | 9% | 4% | 1% | 2 | -4%
COc1ccc(/C=C/C(=O)c2ccc(C(=O)/C=C/c3ccc(OC)c(OC)c3)cc2)cc1OC
  6.5µM* | -25 | ? | -10% | 0% | 0% | ? | 2 | 8.2µM*
CCc1ccc2[nH]c3nc(N/N=C/c4ccc(O)cc4O)nnc3c2c1
  10% | 150 | ? | ? | 5.2µM* | -15% | ? | 5 | 26%
O=C1c2ccccc2C(=O)N1CCN1CCOCC1
  -2% | -27 | 35% | -2% | 0% | 0% | 4% | -1 | -1%
O=C(Nc1nccs1)c1ccc(CSc2ccccc2)o1
  -34% | 13 | -2% | -2% | -8% | 0% | -34% | -5 | -9%
O=C(CCN1C(=O)NC2(CCCC2)C1=O)Nc1ccc(Sc2ccc(Br)cc2)cc1
  / | ? | -25% | -12% | -29% | -20% | -2% | 0 | /
Cc1ccc(F)cc1NC(=O)CCc1c(C)nn(-c2ccc(N3CCOCC3)nn2)c1C
  / | / | 0% | / | / | 0% | -9% | -12 | /
